GAA inh: blocks human lysosomal alpha-glucosidase | Potency, µM (doses to about 76.9 µM), for the others: at the top dose activity change, negative = inhibition, actives largely listed as inhibitors | purified human GAA, 4-MU-alpha-glucoside fluorescence | hit rate 0.005% among 200,000 | P10253;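 also: plate controls were uninhibited enzyme wells for no effect and no-enzyme background for full effect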
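Fluorescence at Ex 365/Em 440 nm from 4-methylumbelliferone reported enzyme activity after 20 min at room temperature. Reactions used 4 nM enzyme and 400 uM substrate at pH 5.0; curves fitted with the Hill equation.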
RECQ1 helicase: blocks DNA unwinding by human RECQ1; P46063; RECQ1 DNA unwinding, red fluorescence kinetic read; Potency, µM (doses to about 57.3 µM), for the others: top-dose activity, negative = inhibition, usual class: inhibitors; hit rate 0.54% among 240,000;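 also: plate controls were vehicle for no effect and no enzyme for full effect; nearly all actives have a fitted effect of over 30% in size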
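RECQ1T1 50 nM; forked duplex (20 bp + 30-nt ss tails) 200 nM, ATP 2 mM final; pH 8.0, 2 mM MgCl2, 2.5 ug/ml poly(dI-dC); 15 min compound preincubation; discontinuous kinetic read over 2 h at RT.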
TRb SRC2 PPI: inhibitors of human thyroid hormone receptor beta-SRC2 interaction. Potency, µM (series often up to 106 µM), for inactives: at the top dose activity change, negative = inhibition, hits mostly inhibitors. P10828. AID 1469. TRbeta-SRC2 peptide binding, fluorescence polarization; receptor liganded with 1 µM T3. hit rate 0.065% among 280,000;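 also: plate controls were bound peptide for no effect and peptide without receptor for full effect; nearly all actives have a fitted effect of over 50% in size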
Target sequence (P10828 whole entry, looked up): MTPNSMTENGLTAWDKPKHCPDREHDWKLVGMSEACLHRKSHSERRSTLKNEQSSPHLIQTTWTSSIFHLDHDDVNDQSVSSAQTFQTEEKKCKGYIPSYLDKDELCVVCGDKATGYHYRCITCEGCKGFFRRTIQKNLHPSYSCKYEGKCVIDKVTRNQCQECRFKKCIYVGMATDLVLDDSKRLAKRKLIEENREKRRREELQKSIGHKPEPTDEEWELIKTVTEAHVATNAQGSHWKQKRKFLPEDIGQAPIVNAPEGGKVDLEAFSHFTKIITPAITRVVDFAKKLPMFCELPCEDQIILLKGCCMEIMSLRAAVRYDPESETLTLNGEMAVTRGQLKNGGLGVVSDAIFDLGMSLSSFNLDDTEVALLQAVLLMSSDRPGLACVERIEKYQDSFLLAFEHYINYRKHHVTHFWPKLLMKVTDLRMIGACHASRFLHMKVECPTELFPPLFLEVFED
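A fluorescence polarization screen tested compounds at multiple concentrations against complex formation between 0.6 uM TRb ligand-binding domain and 20 nM Texas Red SRC2 peptide, with 1 uM T3 present; readout after 5 hr.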
GAA glycogen mod: inhibitors or activators of human alpha-glucosidase glycogen cleavage; recombinant GAA, glycogen substrate, Amplex Red glucose oxidase fluorescence; Potency, µM (doses to about 76.4 µM), for inactives: at the top dose activity change, negative = inhibition, hits mostly inhibitors; P10253; hit rate 0.38% among 300,000;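 also: 0% = full enzyme reaction and -100% = no-enzyme basal signal; the screen sought inhibitors and activators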
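Natural-substrate format: glycogen cleavage by 4 nM human enzyme, glucose read by Amplex Red coupling (Ex 573, Em 610 nm). Normalized to enzyme and no-enzyme controls.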
L3MBTL1 block: L3MBTL1 (human) inhibition; AlphaScreen L3MBTL1–H3K9me1 peptide binding; Potency, µM (series often up to 57.1 µM), for inactives: at the top dose activity, negative = inhibition, hits mostly inhibitors; hit rate 0.66% among 230,000; Q9Y468; also: nearly all actives have a fitted effect of over 60% in size
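L3MBTL1 50 nM + b-AHA-H3(1-15)K9me1 75 nM, 30 min RT; compound added, 30 min RT; streptavidin donor/Ni-chelate acceptor beads 10 ug/mL each final, 30 min RT dark; AlphaScreen read.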
TR SRC2 fluor cs: alters Texas Red total fluorescence, flagging assay interference; TRb/SRC2 Texas Red total fluorescence interference; AID 1479; hit rate 0.29% among 280,000; Potency, µM (top dose mostly 106 µM), for the others: top-dose fluorescence change, negative = quenching; active = well fitted curve in either direction with a large enough effect; inconclusive = small, poorly fitted or top-dose-only effect
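Human TRb ligand-binding domain at 0.6 uM with 20 nM Texas Red SRC2 peptide in Tris buffer containing 1 uM T3 and 5% DMSO, incubated with compound 5 h at ambient temperature. Total fluorescence (555/632 nm) calculated as parallel + 2 × perpendicular.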
aGlu spleen mod: inhibits or activates alpha-glucosidase in human spleen homogenate | human spleen homogenate, 4-MU-alpha-glucoside fluorescence | Potency, µM (highest dose often 79.9 µM), for the others: top-dose activity change, negative = inhibition, hits mostly inhibitors | hit rate 0.006% among 240,000 | AID 2112;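 also: 0% = enzyme with vehicle and -100% = no enzyme basal signal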
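Human spleen homogenate (1 ug) with 4-methylumbelliferyl-alpha-D-glucopyranoside (1 mM final) in 50 mM citrate/phosphate pH 5.0, 0.01% Tween-20; 40 min at 37 C. Stopped at pH 10; 4-MU fluorescence Ex 365/Em 440 nm; AC50 by Hill fit.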
RGS12 GoLoco inh: RGS12 GoLoco-Gai1 interaction inhibition; Potency, µM (series often up to 61.6 µM), inactives show at the highest dose activity, negative = inhibition, most hits filed as inhibitors; Gai1:RGS12 GoLoco peptide FP, rhodamine, 10 min; P63096; hit rate 0.44% among 230,000; active = well fitted inhibition curve with a large enough effect, not every such curve was filed as active; inactive = no such curve, though single readings can be large or run the other way; also: nearly all actives have a fitted effect of over 30% in size; many of its hits are not listed in these tables
Target sequence (P63096 whole entry, looked up): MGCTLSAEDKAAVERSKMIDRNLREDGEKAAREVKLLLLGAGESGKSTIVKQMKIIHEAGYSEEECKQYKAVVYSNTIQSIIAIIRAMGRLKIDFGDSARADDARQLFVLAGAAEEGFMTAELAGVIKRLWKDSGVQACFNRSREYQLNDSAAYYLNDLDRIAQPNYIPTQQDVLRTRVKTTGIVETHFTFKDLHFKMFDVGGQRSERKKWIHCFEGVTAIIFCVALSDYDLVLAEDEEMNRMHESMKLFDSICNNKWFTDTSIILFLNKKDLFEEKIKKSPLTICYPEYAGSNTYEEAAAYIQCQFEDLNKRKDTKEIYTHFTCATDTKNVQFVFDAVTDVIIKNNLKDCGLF
* hit, by the source's call; i = inactive; ? = inconclusive; / = no result given; & = joins results of further samples; [ ] = dose if it differs, or a comment. Unless noted, calls follow the shape of the dose curve; as a rule, active = well fitted curve in the direction sought with a large enough effect; inconclusive = small, poorly fitted or top-dose-only effect, or another doubt; inactive = no such curve, though single readings can be large; an effect the other way counts as inactive or inconclusive. Unless noted, % is scaled to controls: 0 for no effect and ±100 for the full control effect; potency is read from the fitted curve at half-maximal effect.

Sample of the layout, two compounds:
SMILES | GAA inh | RECQ1 helicase | TRb SRC2 PPI | GAA glycogen mod | L3MBTL1 block | TR SRC2 fluor cs | aGlu spleen mod | RGS12 GoLoco inh
CCn1c(C)nc2cc(C(=O)NNC(=S)Nc3ccc(OC)cc3)ccc21 | -1% | i | 3% | ? | 3% | 1% | -8% | 39%[activator]
O=C(NC1CCCC1)C(c1ccc(Cl)cc1)N(Cc1ccc(F)cc1)C(=O)CCl (stereo unspecified) | 0% | 0% | -12% | 15% | 7% | -1% | -4% | 9%

All compounds of this part, previewed entries included:
SMILES | GAA inh | RECQ1 helicase | TRb SRC2 PPI | GAA glycogen mod | L3MBTL1 block | TR SRC2 fluor cs | aGlu spleen mod | RGS12 GoLoco inh
CCn1c(C)nc2cc(C(=O)NNC(=S)Nc3ccc(OC)cc3)ccc21 | -1% | i | 3% | ? | 3% | 1% | -8% | 39%[activator]
O=C(NC1CCCC1)C(c1ccc(Cl)cc1)N(Cc1ccc(F)cc1)C(=O)CCl (stereo unspecified) | 0% | 0% | -12% | 15% | 7% | -1% | -4% | 9%
COc1ccc(Sc2ncnc3onc(C)c23)cc1 | 7% | i | 3% | 22% | -11% | 1% | 0% | 5%
CC(=O)NC1=NN(C(C)=O)C2(S1)C(=O)N(CC(C)C)c1ccc(C)cc12 (stereo unspecified) | / | -1% | 1% | -3% | -7% | 2% | 2% | 7%
Cc1occc1-c1nnc(SCC(=O)c2ccc(Cl)cc2)n1CC1CCCO1 (stereo unspecified) | -2% | i | 5% | -3% | 0% | 1% | -11% | 1%
CCCCn1nc2cc(C(=O)N[C@H](C)C3CCCCC3)ccc2c1OCC | -3% | -14% | -9% | -13% | 9% | -2% | -1% | 7%
O=C(CCc1ccccc1)Nc1ncc([N+](=O)[O-])s1 | -3% | -1% | -8% | -8% | / | -4% | -5% | -9%
O=C(CSc1ccc(-c2cccnc2)nn1)c1ccc([N+](=O)[O-])cc1 | ? | -11% | -5% | -17% | / | -6% | 0% | -3%
Clc1ccc(-c2csc(Nc3cccnc3)n2)cc1 | / | -4% | 2% | -5% | 2% | -3% | 2% | -1%
O=C1CSC(c2ccc([N+](=O)[O-])cc2)N1CCN1CCCCC1 (stereo unspecified) | 3% | 1% | -7% | 0% | -31% | -1% | / | 8%
O=C(COC(=O)c1cc2ccccc2cc1O)Nc1cccnc1Cl | -2% | -5% | -1% | 9% | 7% | 1% | 0% | -6%
COC(=O)c1ccc(C)c(NC(=O)C2COc3ccccc3O2)c1 (stereo unspecified) | 3% | -5% | -3% | 7% | / | -2% | 1% | -5%
Fc1cc(Cl)ccc1NC(=S)NCCN1CCOCC1 | ? | 24% | -3% | 3% | 2% | 3% | 0% | 10%
O=C(CSc1nn(-c2ccccc2)c(=S)s1)NC(=O)NCc1ccco1 | -1% | i | -10% | 1% | / | -1% | -3% | 31%[activator]
CCOC(=O)c1c(C)nc(C(Cl)(Cl)Cl)nc1N | 2% | 28% | 2% | 4% | -3% | 0% | -2% | -20%
CCC(=O)N1CCc2cc(Br)cc(S(=O)(=O)NCC3CCCO3)c21 (stereo unspecified) | ? | -2% | -19% | 1% | -3% | -3% | 1% | 5%
CCOC(=O)c1c(-c2ccccc2)[nH]c2ccc(O)cc12 | -5% | -6% | 10% | ? | / | -3% | -5% | -5%
Nc1nc(NCc2ccco2)nc(Nc2ccc(F)cc2)c1[N+](=O)[O-] | / | 13% | -9% | 3% | / | -1% | 6% | -1%
O=S(=O)(NCC(c1ccco1)N1CCN(c2ccccc2F)CC1)c1ccc2c(c1)OCCO2 (stereo unspecified) | 1% | -11% | -3% | 5% | 9% | -8% | 4% | 18%
CC(=O)c1cccc(NC(=O)c2ccc(N(Cc3ccc(C)cc3)S(C)(=O)=O)cc2)c1 | -14% | i | 2% | -8% | / | -2% | -9% | 5%
C=CCNC(=S)N/N=C/c1ccc(C)s1 | / | -10% | 10% | -3% | / | 2% | 0% | -5%
COc1ccccc1-c1nc2ccccc2c(=O)n1NC(=O)c1cccs1 | -3% | 2% | 9% | 3% | 12% | 0% | 4% | 1%
CCOc1ccc(NC(=O)Nc2ccc(N(C)C(C)=O)cc2)cc1 | 2% | i | 3% | -5% | / | 3% | 3% | 7%
CCN(C(=O)COC(=O)c1cc(OC)c(OC)cc1[N+](=O)[O-])C1CCS(=O)(=O)C1 (stereo unspecified) | -11% | -7% | 4% | -1% | / | -2% | 3% | -3%
Cc1c(-c2ccccc2)n[nH]c1C(=O)N=Nc1c(O)[nH]c2ccccc12 | -2% | -4% | -5% | 7% | -22% | -1% | -7% | 14%
CCc1ccc(OCC(=O)NC(=S)Nc2ccc(C)cc2C)c(Br)c1 | 1% | -1% | -12% | 1% | 13% | -1% | -14% | 6%
C=CCOC(=O)C1=C[C@@H](c2coc3ccccc3c2=O)[C@H](CCCO)[C@@H](OCC)O1 | / | -7% | -6% | -6% | 8% | -2% | 9% | 8%
CCCCNS(=O)(=O)c1ccc(OCC(=O)OC)cc1 | -1% | 0% | 3% | 2% | 2% | 0% | -15% | 7%
COC(=O)CC(=O)Cc1nc(N)nc(Nc2ccc(C)c(C)c2)n1 | -2% | 0% | -6% | 3% | -4% | -6% | -2% | 5%
Cc1cccc([N+](=O)[O-])c1NC(=O)CN(Cc1ccccc1)Cc1ccccc1 | -12% | i | -2% | -10% | -21% | 0% | -4% | 9%
CC(C)(C)c1ccc(/C=C/C(=O)N2CCOCC2)cc1 | 5% | -2% | -1% | -11% | -14% | -1% | -12% | -1%
Cc1ccc(-n2nc3c([n+]2[O-])CCc2nonc2-3)cc1 | 5% | 14% | 0% | 9% | 4% | 2% | -10% | -23%
COc1ccc(OC)c(Nc2nc(N)nc(CSc3nnc(-c4ccncc4)o3)n2)c1 | 5% | -13% | -5% | 5% | / | -2% | -5% | 9%
COc1ccc(N2C(=O)c3ccccc3NC2(C)C)cc1 | ? | ? | 7% | 3% | / | 1% | 8% | 2%
O=C(Nc1cccnc1)c1ccc(CSc2ccccc2)cc1 | 1% | -12% | -2% | 1% | / | -2% | 0% | 6%
c1ccc(CCn2nnnc2C(c2cccnc2)N2CCN(c3nc4ccccc4s3)CC2)cc1 (stereo unspecified) | -7% | -13% | 6% | -10% | 0% | -4% | -24% | 4%
c1ccc(-c2ccccc2OCCCN2CCCC2)cc1 | -2% | i | -8% | 6% | ? | -2% | 5% | -15%
CCCCNS(=O)(=O)c1ccc2nc(-c3cccnc3)cc(C(=O)NCCCN(CC)CC)c2c1 | -14% | i | 6% | 5% | -8% | 0% | 2% | 1%
O=C(CS(=O)(=O)Cc1ccccc1)Nc1ccc(S(=O)(=O)N2CCOCC2)cc1 | -11% | -9% | 0% | -5% | 3% | -2% | -5% | 5%
O=C(CSc1nnc(-c2cccs2)n1Cc1ccco1)Nc1ccc2c(c1)OCO2 | -11% | -5% | -4% | -5% | ? | -3% | -5% | -2%
O=C(N/N=C/c1cccs1)c1cc(-c2ccc3ccccc3c2)n[nH]1 | 5% | -23% | 10% | -1% | -2% | -9% | 1% | 14%
Cc1nc2sc(C(c3ccco3)N3CC(C)OC(C)C3)c(O)n2n1 (stereo unspecified) | -6% | -2% | -17% | 8% | 37%[activator] | 4% | -12% | 0%
CCCCCCCCCCCCCCCC(=O)NCCCC(=O)O | / | -2% | 3% | / | / | 0% | 3% | 2%
CC(C)NC(=O)CN(c1cccc(Br)c1)S(C)(=O)=O | -5% | -12% | 3% | 3% | 1% | -2% | 3% | 1%
COc1cccc(CC(=O)Nc2nc3ccccc3[nH]2)c1 | 10% | -1% | 6% | 10% | -18% | -1% | -3% | -2%
CC(C)(NC(=O)N1CCCC1)c1cccc(C(C)(C)NC(=O)N2CCCC2)c1 | ? | -11% | -6% | -1% | -4% | -2% | 0% | -2%
O=C(Nc1cccc(Cl)c1)Nc1ccccc1C(=O)O | / | -3% | -1% | 4% | 4% | -2% | -3% | 4%
Cn1c(/C=C/N2CCOCC2)c(C(=O)c2ccc(Br)cc2)c(=O)n(C)c1=O | 0% | 0% | -7% | -2% | / | 0% | -6% | 10%
CCC(=O)c1ccc(SC(=O)N(C)C)cc1O | -12% | i | -8% | 4% | 10% | 3% | -2% | -4%
O=C(Nc1ccc2c(c1)OCO2)c1ccc(S(=O)(=O)NCC2CCCO2)cc1 (stereo unspecified) | -2% | -3% | -6% | 8% | / | -1% | 1% | 4%
Cc1ccc(C)n1-c1ccc(-c2nnco2)cc1 | 6% | -20% | -23% | 13% | -8% | 1% | -8% | 41%[activator]
CCOc1ccc(-n2cnnn2)cc1S(=O)(=O)NC1CC1 | 0% | -2% | -15% | 6% | / | 0% | -11% | 9%
O=[N+]([O-])c1ccc(NC(=S)N2CCc3ccccc3C2)cc1 | -4% | i | 1% | -1% | -18% | 0% | 7% | 5%
COc1ccc(CNC(=O)/C=C/c2cc([N+](=O)[O-])ccc2OC(F)F)cc1 | -7% | -8% | 4% | 5% | / | 1% | 4% | 2%
COC(=O)CNC(=O)C(Cc1c[nH]c2ccccc12)NC(=O)Oc1ccccc1 (stereo unspecified) | / | i | 3% | 1% | / | -2% | 1% | 12%
O=C(Cc1ccc([N+](=O)[O-])cc1)N/N=C/c1ccc([N+](=O)[O-])o1 | -12% | i | 2% | -8% | -14% | -3% | -6% | 12%
C=C(C)C1(O)OC(=O)C=C1OC (stereo unspecified) | / | -4%&-1% | -1%&-1% | -11% | ? | -6%&0% | -1%&-1% | 8%&3%

In a second layout: results already given
canonical_smiles,GAA inh,RECQ1 helicase,TRb SRC2 PPI,GAA glycogen mod,L3MBTL1 block,TR SRC2 fluor cs,aGlu spleen mod,RGS12 GoLoco inh
Cc1occc1-c1nnc(SCC(=O)c2ccc(Cl)cc2)n1CC1CCCO1 (stereo unspecified),-2%,i,5%,-3%,0%,1%,-11%,1%
CCCCn1nc2cc(C(=O)N[C@H](C)C3CCCCC3)ccc2c1OCC,-3%,-14%,-9%,-13%,9%,-2%,-1%,7%
O=C(CCc1ccccc1)Nc1ncc([N+](=O)[O-])s1,-3%,-1%,-8%,-8%,/,-4%,-5%,-9%

Screening results as filed in PubChem BioAssay.

Some of the compounds tested; the hit share may differ from the screen's.
